High-throughput results deposited in PubChem BioAssay by National Center for Advancing Translational Sciences (NCATS).
HT1080 IDH1KD tx: kills HT-1080 cells with IDH1 knockdown | HT-1080 IDH1 knockdown viability, ATP luminescence, 48 h | Potency, µM (doses to about 46.1 µM), for inactives: at the highest dose activity, negative = toxicity, hits mostly cytotoxic | 360,000 compounds, 2% hits;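 note: potency is the fitted concentration of half-maximal effect; 0% = DMSO wells and -100% = cell-free medium wells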
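Cytotoxicity counter-line: IDH1KD HT-1080, 48 h, CellTiter-Glo. Curves classed by r2, magnitude and activity.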
SW480 rereplic: induces DNA re-replication in SW480 colon adenocarcinoma cells. SW480 DNA re-replication, Hoechst DNA content imaging, 48 h. Potency, µM (series often up to 46.1 µM), for inactives: at the top dose re-replication activation, hits mostly activators. 340,000 compounds, 1.8% hits; note: potency is the fitted concentration of half-maximal effect; % of control where 0% means no effect; nearly all actives have a fitted effect of over 55% in size
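Image-based read-out: total Hoechst fluorescence of nuclei (405 nm excitation, 500-530 nm emission), with hits raising the fraction of high-intensity nuclei. SW480 colon cells incubated 48 hr with compounds at 37 C.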
KB-V1 MDR tox: kills drug-selected multidrug resistant KB-V1 cells. Potency, µM (highest dose often 46.1 µM), for the others: at the highest dose activity change, negative = cytotoxicity, hits mostly cytotoxic. 400,000 compounds, 3.4% hits. AID 1347076. KB-V1 MDR cells viability, CellTiter-Glo, 72 h; note: potency is the fitted concentration of half-maximal effect; % is set by controls: 0 for no effect and ±100 for the full control effect; nearly all actives have a fitted effect of over 60% in size
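KB-V1 MDR subline cells in DMEM (phenol-red free, 10% FBS) exposed to compounds in qHTS concentration series for 72 h at 37 degrees C. Viability read by CellTiter-Glo luminescence; concentration-effect curves fitted after normalization and correction.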
IL1B secr inh: blocks inflammasome-driven IL-1 beta release; THP-1 LPS/ATP IL-1B secretion, AlphaLISA, 16 h; hits give low values; activity change, % at 57.5 µM; 360,000 compounds, 4.7% hits; AID 743279; in the data active = activity change below about -50%; inconclusive = mostly about -30% to -49%; note: % is set by controls: 0 for no effect and ±100 for the full control effect
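Secreted IL-1B measured by AlphaLISA bead assay after 16 h compound exposure of THP-1 cells; compounds (final up to 57.5 uM) added 1 h before LPS (250 ng/mL) and ATP (1.25 mM) stimulation; lower signal means less secretion.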
KB-3-1 tox: kills parental KB-3-1 adenocarcinoma cells | 400,000 compounds, 1.4% hits | KB-3-1 viability, CellTiter-Glo ATP luminescence, 72 h | Potency, µM (doses to about 46.1 µM), without a hit: top-dose activity change, negative = cytotoxic, hits mostly cytotoxic; note: potency is the fitted concentration of half-maximal effect; % is set by controls: 0 for no effect and ±100 for the full control effect; nearly all actives have a fitted effect of over 60% in size
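Screening of KB-3-1 cells (DMEM, 10% FBS, phenol-red free) ran from lowest to highest compound concentration; after 72 h at 37 °C viability was read luminescently and curves fitted.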
DRD3 antagonist: antagonists of human D3 dopamine receptor | P35462 | D3R cells, DiscoveRx beta-arrestin luminescence, antagonist mode; hits give low values | max response, negative = inhibition, % | 360,000 compounds, 2.5% hits | AID 652054; in the data active = max response below about -50%; inconclusive = no clear call, values can overlap the other calls; note: % is set by controls: 0 for no effect and ±100 for the full control effect; mostly tested at two doses, the higher about 12 µM
Target sequence (P35462 whole entry, looked up): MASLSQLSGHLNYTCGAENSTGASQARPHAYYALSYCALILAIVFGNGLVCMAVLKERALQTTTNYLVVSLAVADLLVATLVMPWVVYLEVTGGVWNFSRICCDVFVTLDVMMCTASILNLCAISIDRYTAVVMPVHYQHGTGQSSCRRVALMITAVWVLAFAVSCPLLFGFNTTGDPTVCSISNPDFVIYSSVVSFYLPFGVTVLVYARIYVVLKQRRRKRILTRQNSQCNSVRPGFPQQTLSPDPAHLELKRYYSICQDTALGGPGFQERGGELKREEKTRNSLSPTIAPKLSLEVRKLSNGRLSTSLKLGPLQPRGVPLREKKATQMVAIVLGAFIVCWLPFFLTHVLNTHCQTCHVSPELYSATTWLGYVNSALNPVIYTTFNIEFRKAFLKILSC
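Cells plated overnight at 1500 cells/well, then exposed to library compounds with dopamine controls for 90 minutes at 37 degrees C. DiscoveRx reagent added for 30–60 minutes at room temperature; luminescence read, quantitative HTS format.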
HT1080NT lethal: kills 2HG-producing HT-1080-NT fibrosarcoma cells. HT-1080-NT fibrosarcoma viability, CellTiter-Glo ATP luminescence, 48 h. Potency, µM (doses to about 46.1 µM), for inactives: at the top dose activity, negative = less viability, most hits filed as cytotoxic. 360,000 compounds, 1.6% hits. AID 686970;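 note: NT is the 2HG producing partner of a matched IDH1 knockdown line; potency is the fitted concentration of half-maximal effect; 0% = DMSO-treated cells and -100% = media-only wells without cells; nearly all actives have a fitted effect of over 55% in size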
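Viability of the 2HG-overproducing fibrosarcoma line after 48 hours of compound exposure at 37 degrees C was determined by luminescence with CellTiter-Glo, and concentration-effect curves were then fitted and categorized.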
GLP-1R agonist: activates the human GLP-1 receptor | P43220 | HEK293 GLP-1R CRE-luciferase, luminescence, 4-6 h; cells express a hypersensitive GLP-1R form | Potency, µM (series often up to 45.6 µM), inactives show at the top dose activation, most hits filed as activators | 380,000 compounds, 0.007% hits | AID 624172; note: potency is the fitted concentration of half-maximal effect; % of control where 0% means no effect
Target sequence (P43220 whole entry, looked up): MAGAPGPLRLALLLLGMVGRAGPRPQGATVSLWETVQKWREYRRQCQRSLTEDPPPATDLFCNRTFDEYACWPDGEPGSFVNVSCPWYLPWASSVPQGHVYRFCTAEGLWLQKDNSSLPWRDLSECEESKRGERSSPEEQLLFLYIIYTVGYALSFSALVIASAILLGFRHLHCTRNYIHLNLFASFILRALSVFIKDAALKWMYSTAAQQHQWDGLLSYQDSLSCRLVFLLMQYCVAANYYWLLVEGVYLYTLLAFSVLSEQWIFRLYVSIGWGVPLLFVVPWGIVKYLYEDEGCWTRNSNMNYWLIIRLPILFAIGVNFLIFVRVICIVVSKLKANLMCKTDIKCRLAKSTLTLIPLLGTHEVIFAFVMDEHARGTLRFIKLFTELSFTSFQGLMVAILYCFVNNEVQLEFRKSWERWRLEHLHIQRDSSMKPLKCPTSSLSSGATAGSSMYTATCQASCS
DRD3 agonist: activates the human D3 dopamine receptor | D3R DiscoveRx beta-arrestin cells, luminescence, 90 min | max activation, % | 410,000 compounds, 0.58% hits; in the data active = max activation above about 30%; note: 0% is about no effect; mostly tested at two doses, the higher about 12 µM
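Agonist mode: compounds and dopamine controls were applied to plated cells for 90 min at 37 degrees C after an overnight attachment at 1500 cells/well. Luminescent read-out followed 30 - 60 minutes at room temperature with DiscoveRx detection reagent.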
Starred values were filed as active, the others as inactive; ? = inconclusive; . = no result given; [ ] = remark or other dose. Unless noted, calls come from the whole dose curve; as a rule, active = well fitted curve in the direction sought with a large enough effect; inconclusive = small, poorly fitted or top-dose-only effect, or another doubt; inactive = no such curve, though single readings can be large; an effect the other way counts as inactive or inconclusive.

SMILES	HT1080 IDH1KD tx	SW480 rereplic	KB-V1 MDR tox	IL1B secr inh	KB-3-1 tox	DRD3 antagonist	HT1080NT lethal	GLP-1R agonist	DRD3 agonist
CN1CCN(C(=O)CSc2nc(-c3cccs3)ccc2C#N)CC1	-3.3%	20.2%	-31.9%	-9.7	4.0%	25.5	-11.8%	?	-12.5
Cc1ccc(NC(=O)Cn2nnc(-c3ccccc3)n2)c(C)c1	.	.	1.9%	.	15.0%	.	.	17.4%	7.5
Cc1ccc(SCC(=O)OCn2nnc3ccccc3c2=O)cc1C	11.8%	-1.1%	17.6%	13.0	9.2%	-7.6	?	1.4%	-11.1
CCCCOP(=O)(OCCCC)C(O)c1ccc(N(C)C)cc1 (stereo not drawn)	-0.4%	-0.2%	-3.2%	-13.5	-5.8%	13.3	13.2%	17.6%	-4.2
CCOC(=O)[C@@H]1[C@H]2COc3cc(OC)ccc3[C@@H]2N2C(=O)N(c3ccc(C(F)(F)F)cc3)C(=O)[C@@]12C	-3.4%	-3.6%	0.0%	-2.3	-6.8%	?	-0.7%	-0.6%	-6.6
CC(C)C(OC(=O)c1cc2occc2n1C)C(=O)NCc1ccc2c(c1)OCO2 (stereo not drawn)	-21.7%	-1.6%	-11.9%	0.0	-10.4%	30.2	-17.3%	2.8%	-2.3
CC(C)c1ccc(N(CC(=O)NCc2ccc(F)cc2)C(=O)c2snc(C(N)=O)c2N)cc1	-14.5%	-128.6%[inhibitor]	-13.1%	-3.7	-6.5%	-16.5	-24.7%	10.4%	3.1
C/C(=N\Nc1nc2ccccc2[nH]1)c1cc2ccccc2o1	?	-1.0%	?	-95.2*	?	14.7	?	-0.3%	-11.2
CC(=O)N1CCN(Cc2cc(=O)oc3ccccc23)CC1	2.0%	.	24.3%	14.3	0.1%	-12.4	0.9%	-1.7%	1.7
O=C(CCc1nnc(C2(c3ccc(Cl)cc3)CCC2)o1)N1CCCC(O)C1 (stereo not drawn)	7.3%	-7.3%	0.2%	-3.7	7.3%	8.1	8.4%	13.1%	0.3
C/C(CC(=O)Nc1ccc(Cl)cc1Cl)=N\NC(=O)c1ccco1	-14.6%	-3.4%	-15.9%	?	4.1%	?	-5.1%	-2.0%	-8.8
O=C(Cc1cccc(NC(=O)C2CCCN(C(=O)CCc3ccccc3)C2)c1)Nc1ccc(C(=O)N2CCCCC2)cc1 (stereo not drawn)	-1.6%	21.4%	-12.4%	-108.3*	?	-51.6*	-5.0%	4.4%	-33.9
C#CCCc1cocc1/C=[N+](\[O-])c1ccc(C(=O)OCC)cc1	-7.6%	-3.8%	20.4%	0.6	11.2%	43.6	-0.7%	-2.7%	1.9
CC1=NN=C(c2ccccc2)C(c2c[nH]c3ccccc23)N1O (stereo not drawn)	7.4%	?	9.7%	-22.8	7.5%	3.2	-0.9%	0.3%	-4.7
O=C(NCC1CC1)c1ccc2nc([C@@H]3O[C@H](CO)[C@H](O)[C@H](O)[C@H]3O)[nH]c2c1	4.3%	.	3.1%	24.4	0.0%	4.5	27.7%	-3.6%	6.8
COc1ccc(C(C(=O)NC2CCCCC2)N(C(=O)c2snc(C(N)=O)c2N)c2ccc(OC)cc2OC)cc1 (stereo not drawn)	-15.7%	24.9%	?	?	?	-1.2	-7.6%	8.3%	-5.8
O=S(=O)(c1ccc(Cl)cc1)N1CCC(n2cccc2)CC1	-1.0%	2.1%	-16.0%	?	-2.4%	?	-5.9%	5.9%	-7.3
CC1CN(C(=O)N2c3ccccc3Sc3ccccc32)C(C)CC1=O (stereo not drawn)	?	-0.4%	?	0.3	?	?	-25.6%	0.3%	0.0
Cc1[nH]c2ccc(S(N)(=O)=O)cc2c1C	-4.4%	1.2%	3.5%	-5.0	-0.3%	7.0	2.9%	3.6%	-1.5
Cc1ccc(Oc2nc3ccccn3c(=O)c2/C=C(\C#N)C(=O)Nc2c(C)n(C)n(-c3ccccc3)c2=O)cc1	0.4%	-0.7%	-26.0%	-60.6*	-25.2%	-8.9	-0.4%	20.3%	-1.6

7 compounds already listed, ordered by count of non-hydrogen atoms, smallest number first:
SMILES	HT1080 IDH1KD tx	SW480 rereplic	KB-V1 MDR tox	IL1B secr inh	KB-3-1 tox	DRD3 antagonist	HT1080NT lethal	GLP-1R agonist	DRD3 agonist
Cc1[nH]c2ccc(S(N)(=O)=O)cc2c1C	-4.4%	1.2%	3.5%	-5.0	-0.3%	7.0	2.9%	3.6%	-1.5
O=S(=O)(c1ccc(Cl)cc1)N1CCC(n2cccc2)CC1	-1.0%	2.1%	-16.0%	?	-2.4%	?	-5.9%	5.9%	-7.3
C/C(CC(=O)Nc1ccc(Cl)cc1Cl)=N\NC(=O)c1ccco1	-14.6%	-3.4%	-15.9%	?	4.1%	?	-5.1%	-2.0%	-8.8
CC1CN(C(=O)N2c3ccccc3Sc3ccccc32)C(C)CC1=O (stereo not drawn)	?	-0.4%	?	0.3	?	?	-25.6%	0.3%	0.0
O=C(NCC1CC1)c1ccc2nc([C@@H]3O[C@H](CO)[C@H](O)[C@H](O)[C@H]3O)[nH]c2c1	4.3%	.	3.1%	24.4	0.0%	4.5	27.7%	-3.6%	6.8
COc1ccc(C(C(=O)NC2CCCCC2)N(C(=O)c2snc(C(N)=O)c2N)c2ccc(OC)cc2OC)cc1 (stereo not drawn)	-15.7%	24.9%	?	?	?	-1.2	-7.6%	8.3%	-5.8
O=C(Cc1cccc(NC(=O)C2CCCN(C(=O)CCc3ccccc3)C2)c1)Nc1ccc(C(=O)N2CCCCC2)cc1 (stereo not drawn)	-1.6%	21.4%	-12.4%	-108.3*	?	-51.6*	-5.0%	4.4%	-33.9

(further entries)
SMILES	HT1080 IDH1KD tx	SW480 rereplic	KB-V1 MDR tox	IL1B secr inh	KB-3-1 tox	DRD3 antagonist	HT1080NT lethal	GLP-1R agonist	DRD3 agonist
O=C(OCC(=O)N(CCc1ccccc1)Cc1ccccc1)c1cccc(O)c1	-5.3%	-0.8%	19.7%	-7.6	5.3%	0.3	2.7%	17.5%	-1.1
O=C(CCNC(=O)c1ccccc1Cl)Nc1cccc(C(F)(F)F)c1	7.6%	-0.4%	18.3%	-18.5	4.9%	-1.2	15.3%	-5.1%	1.2
CN(CC(=O)Nc1ccc(Cl)c(C(F)(F)F)c1)C(=O)Cc1c[nH]c2ccccc12	5.7%	1.4%	-14.2%	-15.5	11.0%	6.6	2.4%	-26.4%	-1.1
O=C(CSc1ccc(-c2nc3ccccc3[nH]2)cn1)Nc1ccc2c(c1)OCCO2	-5.7%	2.4%	4.0%	3.5	-6.6%	15.9	0.5%	8.7%	2.4
c1cc2c(cnc3cscc32)s1	-0.1%	10.7%	2.2%	7.0	0.3%	16.0	-0.5%	-5.8%	-3.8
Nc1ccccc1Nc1c(F)c(F)nc(F)c1Cl	-11.4%	-7.1%	0.0%	31.5	-0.2%	12.2	-6.0%	14.8%	5.6
Cn1c2ccccc2c2cnn(CC(=O)Nc3ccc(F)cc3F)c(=O)c21	3.6%	0.8%	-11.9%	52.2	6.5%	14.4	5.4%	-0.4%	1.2
Cc1ccnc(NC(=O)C2CCN(S(=O)(=O)c3cccc4nsnc34)CC2)c1	4.2%	9.9%	-10.3%	-53.1*	18.1%	3.5	0.6%	-6.4%	-3.4
CCC(Cc1ccccc1)NC(=O)/C=C/c1ccco1 (stereo not drawn)	14.6%	-1.9%	-15.4%	-10.4	18.7%	12.3	4.5%	-1.0%	3.7
Cc1ccc(N2C(=O)CC(C3CCCO3)C2=O)cc1 (stereo not drawn)	1.8%	1.6%	6.8%	-2.5	0.8%	7.3	0.2%	1.7%	9.3
COc1cc(C(=O)N/C(=C\c2cn(C)c3ccccc23)C(=O)N2CCOCC2)cc(OC)c1OC	10.8%	-15.8%	31.7%	12.1	27.7%	-3.0	3.7%	8.6%	5.2
COCCCNC(=O)CSC1=Nc2ccccc2C2=NC(Cc3c[nH]c4ccccc34)C(=O)N12 (stereo not drawn)	10.1%	-14.2%	23.5%	-17.1	7.6%	17.3	6.9%	-0.8%	4.2
COc1ccccc1N1CCN(C(=O)c2ccc3[nH]c4c(c3c2)CC(C)CC4)CC1 (stereo not drawn)	?	10.6%	20.6µM*	-93.6*	-26.4%	2.3	?	10.8%	5.3
CN1/C(=C\C(=O)CSc2nnc(N)s2)C(C)(C)c2ccccc21	-22.6%	-3.4%	3.6%	-6.9	-2.9%	16.2	0.0%	20.3%	1.7
CCN(CC)CCNC(=O)c1ccc(NC(=O)c2ccccc2-c2ccc(C(F)(F)F)cc2)cc1	18.4µM*	?	5.9%	-66.9*	1.6%	-27.7	23.1µM*	18.5%	-22.1
CCN(CC)CCNC(=O)c1ccc(NC(=O)C2CCN(S(=O)(=O)c3ccc4c(c3)OCCO4)CC2)cc1	-0.1%	-11.8%	16.5%	0.0	3.0%	4.4	-1.6%	0.4%	-2.1
CCn1ncc(C2=NOC(C(=O)Nc3cnn(C45CC6CC(CC(C6)C4)C5)c3)C2)c1C (stereo not drawn)	?	17.8%	3.26µM*	-16.7	?	-10.4	?	9.8%	-3.3
CCOC(=O)c1c(CC(C)C)csc1NC(=O)c1ccccc1C(=O)O	0.4%	0.7%	19.4%	7.1	5.2%	13.2	-0.3%	-2.0%	-1.2
COc1cc(N/C=C2\CC(=O)NC(C)=C2C#N)cc(OC)c1OC	-0.2%	-83.3%[inhibitor]	17.8%	18.8	7.7%	-15.5	18.2%	2.1%	3.0
COC(=O)C1CCN(S(=O)(=O)c2ccc(OC)cc2)CC1	1.7%	7.1%	5.3%	29.1	9.8%	20.9	-0.9%	-5.2%	-1.7
COCCN(CCOC)C(=O)c1cc2c(=O)n3ccccc3nc2s1	-9.5%	0.1%	1.4%	3.0	-2.3%	-14.3	-18.0%	25.2%	3.2
COc1ccc(N2CCCCn3c2nc2c3c(=O)n(C)c(=O)n2C)cc1	6.4%	-9.0%	0.7%	33.4	6.1%	0.0	10.5%	2.6%	1.6
